Source: PubChem
CHRM1 PAM: positive allosteric modulators of human M1 muscarinic receptor; P11229; CHO-K1 hM1, Fluo-8 calcium fluorescence, ACh EC20; 0% = ACh EC20, 100% = maximal ACh; activation, % at 3 µM; 0.088% of 360,000 active; in the data active = activation above about 19%, passing the limit was not always enough
Target sequence (P11229 whole entry, looked up): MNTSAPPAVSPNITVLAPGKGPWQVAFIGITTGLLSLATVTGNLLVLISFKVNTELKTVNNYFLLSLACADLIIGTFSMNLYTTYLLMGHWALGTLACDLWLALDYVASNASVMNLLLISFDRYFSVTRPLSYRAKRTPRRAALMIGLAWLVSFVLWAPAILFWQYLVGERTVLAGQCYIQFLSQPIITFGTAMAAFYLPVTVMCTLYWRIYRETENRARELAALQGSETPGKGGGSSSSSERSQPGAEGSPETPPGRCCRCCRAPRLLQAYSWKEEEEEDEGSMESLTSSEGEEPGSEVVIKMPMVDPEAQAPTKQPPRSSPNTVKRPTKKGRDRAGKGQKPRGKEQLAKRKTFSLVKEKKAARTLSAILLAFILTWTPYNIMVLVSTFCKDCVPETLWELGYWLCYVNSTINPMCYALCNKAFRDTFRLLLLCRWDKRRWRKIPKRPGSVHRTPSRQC
CHO-K1 Ca ag: counter-screen for M1 agonists: effect in parental CHO-K1 cells | Fluo-8 calcium fluorescence; scaled to maximal ATP response, vehicle zero | activation, % at 3 µM | 0.48% of 360,000 active | AID 602248; in the data active = activation above about 15%;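 also: untransfected CHO-K1 host cells lacking M1 receptor as counterscreen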
CHO-K1 Ca antag: counter-screen for M1 antagonists: effect in parental CHO-K1 cells. ATP-induced calcium, Fluo-8 fluorescence. inhibition, % at 3 µM. 0.6% of 360,000 active;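 active = inhibition above a per-plate cutoff, the plate's mean sample inhibition plus 3 SD, cut at about 24% in these data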;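 also: 0% = DMSO plus EC80 ATP and 100% = DMSO alone without ATP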
M1 PAM parental: nonselective activator or artifact in parental CHO-K1 calcium assay; ATP EC20, Fluo-8 calcium fluorescence; 0% at ATP EC20, 100% at ATP max; activation, % at 3 µM; 0.02% of 360,000 active; AID 602247;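 active = activation above the run cutoff, the mean activation of all test compounds plus 3 SD, cut at about 40% in these data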;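 also: peak over basal fluorescence ratio in a 140 s read after ATP addition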
TAAR1 ag: human TAAR1 agonism | Q96RJ0 | 0.99% of 360,000 active | CHO RD-HGA16 TAAR1, Fluo-8 calcium fluorescence; vehicle wells 0%, saturating PEA agonist 100% | activation, % at 3 µM;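 active = activation above the mean activation of all test compounds in the run plus 3 SD, cut at about 38% in these data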
Target sequence (Q96RJ0 whole entry, looked up): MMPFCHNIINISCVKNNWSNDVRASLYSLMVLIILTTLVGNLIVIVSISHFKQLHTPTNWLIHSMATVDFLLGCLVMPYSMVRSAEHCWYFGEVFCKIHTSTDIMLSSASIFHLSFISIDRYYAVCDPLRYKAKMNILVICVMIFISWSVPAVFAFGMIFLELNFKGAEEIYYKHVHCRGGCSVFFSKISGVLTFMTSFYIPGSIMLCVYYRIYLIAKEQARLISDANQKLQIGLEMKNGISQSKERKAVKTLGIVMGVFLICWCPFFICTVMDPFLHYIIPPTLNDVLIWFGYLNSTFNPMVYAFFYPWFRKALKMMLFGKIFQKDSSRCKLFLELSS
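Repeats: no replicates (n 1) | Material: CHO-derived RD-HGA16 cells with stable Gα16 and human TAAR1 | Technique: Kinetic Fluo-8 calcium fluorescence | Schedule: 17-24 h seeding, 75 min 37 °C dye, 30 min RT | Evaluation: % activation from peak over basal fluorescence ratio, DMSO-to-PEA scaled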
CHO parental Ca: counter-screen: ATP calcium response change in parental CHO cells | parental CHO-K1, ATP-induced calcium, Fluo-8 fluorescence | inhibition, % at 5.6 µM | 0.63% of 330,000 active;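 active = inhibition above that plate's mean sample inhibition plus 3 SD, cut at about 26% in these data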;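 also: 0% = ATP-challenged DMSO wells and 100% = DMSO wells without ATP; some compounds past the cut are filed as inactive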
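Test system: untransfected parental CHO cell line; also added: ATP stimulus; dosing: 5.6 µM, single dose; signal: calcium-sensitive Fluo-8 fluorescence; measure: percent inhibition of ATP-evoked calcium rise, normalized to controls; benchmarks: low control ATP plus DMSO, high control DMSO only; replication: one well per compound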
TAAR1 antagonist: human TAAR1 antagonism | AID 624466 | Q96RJ0 | CHO RD-HGA16 TAAR1, Fluo-8 calcium fluorescence, antagonist | inhibition, % at 3 µM | 1.5% of 360,000 active;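 active = inhibition above a per-plate cutoff, the mean inhibition of test compounds on that plate plus 3 SD, cut at about 49% in these data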;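 also: 0% = DMSO plus EC80 beta-PEA response and 100% = DMSO alone without agonist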
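Test system: hTAAR1-expressing CHO RD-HGA16 cells, Gα16-coupled; Probe or stimulus: EC80 β-phenethylamine stimulus; Compound dosing: single nominal final test compound concentration of 3 µM; Timing: 140 s kinetic read after compound, 140 s after agonist; Signal: Fluo-8 calcium-sensitive fluorescence; Measure: % inhibition of agonist calcium response; Controls: DMSO and EC80 PEA controls.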
CHRM1 antagonist: blocks human M1 muscarinic receptor | P11229 | 1.3% of 360,000 active | CHO-K1 hM1, Fluo-8 calcium fluorescence, ACh EC80 antagonist | AID 588852 | inhibition, % at 3 µM;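 active = percent inhibition above its own plate's cutoff, namely the mean of that plate's compound wells plus 3 SD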;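 also: peak over basal fluorescence ratio during 140 s after agonist addition; 0% = ACh EC80 plus DMSO and 100% = DMSO alone without agonist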
CHRM1 agonist: agonists of human M1 muscarinic receptor | P11229 | CHO-K1 hM1, Fluo-8 calcium fluorescence, agonist mode; 0% DMSO, 100% acetylcholine EC100 | activation, % at 3 µM | 0.33% of 360,000 active | AID 588814;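 active = activation above the run's mean compound activation plus 3 SD, cut at about 16% in these data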;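 also: peak over basal fluorescence ratio within a 140 s kinetic read after compound addition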
Starred values were filed as active, the others as inactive; . = not tested or not shown.

SMILES	CHRM1 PAM	CHO-K1 Ca ag	CHO-K1 Ca antag	M1 PAM parental	TAAR1 ag	CHO parental Ca	TAAR1 antagonist	CHRM1 antagonist	CHRM1 agonist
COc1ccc(NC2=C(C(C)=O)C(c3ccc(N(C)C)cc3)C(C(C)=O)C(C)(O)C2)cc1 (stereo unspecified)	6	0.1	-15	19	1	-2	18	-9	-8
CC(NC(=O)Nc1cccc([N+](=O)[O-])c1)(C(F)(F)F)C(F)(F)F	-5	13	7	-1	6	-15	0	7	2
O=C(COc1ccc(Cl)cc1)NCCNc1ccc([N+](=O)[O-])cc1	2	6.4	-6	10	3	-11	13	-5	-3
COc1ccc(Cl)cc1NC(=O)COC(=O)c1cc(NS(=O)(=O)c2cccs2)ccc1O	1	3.6	-10	29	2	-23	26	3	-1
Cc1ccc(NC(=O)COC(=O)c2cccc3c2C(=O)c2ccccc2C3=O)c(C)c1	4	0.8	-15	18	2	-12	25	-5	-3
Cc1ccc(C(=O)NC(C)c2ccc(S(N)(=O)=O)cc2)s1 (stereo unspecified)	29*	0.4	-8	12	-4	-16	9	1	-1
Cc1cc(/C=C2/NC(=S)NC2=O)c(C)n1-c1cccnc1	-1	-0.5	12	-2	6	3	4	9	-4
Cc1ccc(C)c(NC(=O)NNC(=O)c2cc3occc3[nH]2)c1	7	0.6	-7	-11	1	-1	-15	-5	-1
COCCN1C(=O)N(c2ccc(Cl)cc2)C(=O)C1CC(=O)Nc1cc(OC)cc(OC)c1 (stereo unspecified)	6	3.3	-1	-5	18	-16	27	-14	-2
CC(C)N(Cc1nc(-c2ccccc2)no1)S(=O)(=O)c1ccccc1	0	2.4	-4	21	-1	60*	10	0	-5
COc1cc(NC(=O)c2cc(S(=O)(=O)N3CCc4ccccc43)cn2C)cc(OC)c1OC	6	-0.1	-11	9	-1	-25	1	-6	-3
Cc1ccc(S(=O)(=O)N2CCC(C)CC2)cc1C(=O)NCc1ccccn1	8	1.6	-12	3	1	-19	-25	-14	-1
CC1CN(C(=O)c2ccccc2Sc2ccccc2C#N)CC(C)O1 (stereo unspecified)	2	0.0	-5	11	1	-13	3	-2	-4
COCCN1Cc2cccc(C(=O)NCCCN3CCCC3=O)c2C1=O	3	0.8	-12	12	3	-3	-11	-26	-1
COc1ccc(C(CNC(=O)c2cccc(Br)c2)N2CCCC2)cc1 (stereo unspecified)	-17	0.6	-1	13	14	-19	4	8	-6
COc1ccc(C(C(=O)NC(C)(C)C)N(Cc2ccc(C)cc2)C(=O)CCC(=O)Nc2cc(C)on2)cc1 (stereo unspecified)	10	3.1	-11	29	1	-14	20	-9	-8
COc1cc(C(C)=O)ccc1OCC(=O)Nc1cc(S(=O)(=O)N2CCOCC2)ccc1N1CCCC1	7	0.5	-8	-4	1	.	-11	-7	-2
CC(=O)c1sc2nsc(SCCN3CCCCC3)c2c1N	-4	-0.3	-1	1	1	-9	-13	7	-8
O=C(CSC(=S)N1CCCC1)NCC(=O)Nc1ccc(F)c(F)c1	9	0.9	8	16	7	8	-16	-6	0
Cc1ccc(-n2c(C)cc(C(=O)OCC(=O)N(C)C3CCS(=O)(=O)C3)c2C)cc1 (stereo unspecified)	2	-0.2	13	-3	6	-20	4	-20	1

Reprinted from the part before: 5 entries; new compounds follow.
SMILES	CHRM1 PAM	CHO-K1 Ca ag	CHO-K1 Ca antag	M1 PAM parental	TAAR1 ag	CHO parental Ca	TAAR1 antagonist	CHRM1 antagonist	CHRM1 agonist
COc1ccc(C(C(=O)NC(C)(C)C)N(Cc2ccc(C)cc2)C(=O)CCC(=O)Nc2cc(C)on2)cc1 (stereo unspecified)	10	3.1	-11	29	1	-14	20	-9	-8
COc1cc(C(C)=O)ccc1OCC(=O)Nc1cc(S(=O)(=O)N2CCOCC2)ccc1N1CCCC1	7	0.5	-8	-4	1	.	-11	-7	-2
CC(=O)c1sc2nsc(SCCN3CCCCC3)c2c1N	-4	-0.3	-1	1	1	-9	-13	7	-8
O=C(CSC(=S)N1CCCC1)NCC(=O)Nc1ccc(F)c(F)c1	9	0.9	8	16	7	8	-16	-6	0
Cc1ccc(-n2c(C)cc(C(=O)OCC(=O)N(C)C3CCS(=O)(=O)C3)c2C)cc1 (stereo unspecified)	2	-0.2	13	-3	6	-20	4	-20	1
CC(C)(C)OC(=O)N(CCc1ccccc1)Cc1ccccc1OCc1cccc(NC(=O)C2CC2)c1	16	-0.6	20	-13	5	.	36	-6	5
CCNC(=O)CC1C(=O)N(c2ccccc2)C(=O)N1CCOC (stereo unspecified)	-1	-0.3	-10	-5	5	-9	-26	-7	2
CC(C)Nc1nc(NC(N)=S)nc(NC(C)C)n1	-1	-0.4	22	-14	4	-13	4	-4	-11
Cn1c(=O)cc(N2CCOCC2)[nH]c1=O	5	2.2	-2	23	0	4	6	-6	2
O=C1C2C3CCC(C3)C2C(=O)N1Cc1ccco1 (stereo unspecified)	-2	0.2	-9	10	2	-7	-2	-1	-7
O=C(c1cnc(N2CCN(c3ncccn3)CC2)c2ccccc12)N1CCN(c2ncccn2)CC1	-14	5.1	6	7	21	-6	59*	25	1
c1ccc(OC2CCCCC2N2CCOCC2)cc1 (stereo unspecified)	10	0.2	-16	0	1	.	-14	-19	-1
CN(Cc1cn(C)nc1-c1ccc(Oc2ccccc2)cc1)C1CCOC1 (stereo unspecified)	14	1.4	-7	10	0	-18	-9	-13	-4
CCOc1ccc(CCNC(=O)C2CCCN2C(=O)OCc2ccccc2)cc1OCC (stereo unspecified)	15	0.2	24	-6	-2	-15	-4	-6	3
CCCCNC(=O)c1cn(CC)c2ccc(S(=O)(=O)N3CCCC3)cc2c1=O	14	-0.4	12	-23	1	-26	5	-7	3
CC1(C)Cc2c(sc(NC(=O)c3ccc(S(=O)(=O)N4CCCCCC4)cc3)c2C(N)=O)C(C)(C)N1	0	8.1	12	7	32	4	8	5	-2
Cn1ncc(N=Cc2ccccc2O)c1C(=O)N1CCOCC1	9	0.6	-8	18	5	11	-14	-28	-1
O=C(c1nnc(Cc2ccc(Cl)cc2)o1)N1CCc2ccccc2C1	8	0.2	-13	18	-2	-11	-16	-15	-2
Cc1cccc(NC(=O)C2CCN(S(=O)(=O)c3ccc4c(c3)OCCCO4)CC2)n1	-1	8.8	4	12	6	9	9	-2	0
CCS(=O)(=O)Nc1ccc(-c2nnc(SCC(=O)c3ccc(NC(C)=O)c(OC)c3)o2)cc1	1	0.7	2	3	3	-9	7	-3	-2
CC(C)(C)c1ccc(Cn2c(=O)cnc3ccccc32)cc1	-19	3.8	-11	7	-1	0	-10	10	-12
CNCc1ccccc1OCc1ccc(F)cc1	-2	1.3	-13	3	2	-6	6	0	-12
Cc1cc(C)c2c(-n3cccc3)nn(CC#N)c2n1	-2	1.2	1	14	1	-4	11	8	-7
Oc1ccc(Br)cc1-c1cc(-c2ccccc2Cl)[nH]n1	2	0.2	1	-6	2	8	0	-2	-2
CN1C(=O)/C(=C/c2ccccc2Cl)Sc2ccc(C(=O)N3CCCC3)cc21	-2	4.0	-3	-16	6	-23	-60	-3	-3

In the list so far, 4 have a thiophene ring, fused or not:
SMILES	CHRM1 PAM	CHO-K1 Ca ag	CHO-K1 Ca antag	M1 PAM parental	TAAR1 ag	CHO parental Ca	TAAR1 antagonist	CHRM1 antagonist	CHRM1 agonist
COc1ccc(Cl)cc1NC(=O)COC(=O)c1cc(NS(=O)(=O)c2cccs2)ccc1O	1	3.6	-10	29	2	-23	26	3	-1
Cc1ccc(C(=O)NC(C)c2ccc(S(N)(=O)=O)cc2)s1 (stereo unspecified)	29*	0.4	-8	12	-4	-16	9	1	-1
CC(=O)c1sc2nsc(SCCN3CCCCC3)c2c1N	-4	-0.3	-1	1	1	-9	-13	7	-8
CC1(C)Cc2c(sc(NC(=O)c3ccc(S(=O)(=O)N4CCCCCC4)cc3)c2C(N)=O)C(C)(C)N1	0	8.1	12	7	32	4	8	5	-2

Record cards, as listed above. Order of screens: CHRM1 PAM | CHO-K1 Ca ag | CHO-K1 Ca antag | M1 PAM parental | TAAR1 ag | CHO parental Ca | TAAR1 antagonist | CHRM1 antagonist | CHRM1 agonist
Listed for CCCCNC(=O)c1cn(CC)c2ccc(S(=O)(=O)N3CCCC3)cc2c1=O : 14 | -0.4 | 12 | -23 | 1 | -26 | 5 | -7 | 3
Listed for CN1C(=O)/C(=C/c2ccccc2Cl)Sc2ccc(C(=O)N3CCCC3)cc21 : -2 | 4.0 | -3 | -16 | 6 | -23 | -60 | -3 | -3
Listed for CC1(C)Cc2c(sc(NC(=O)c3ccc(S(=O)(=O)N4CCCCCC4)cc3)c2C(N)=O)C(C)(C)N1 : 0 | 8.1 | 12 | 7 | 32 | 4 | 8 | 5 | -2

Remaining list, next part.
SMILES	CHRM1 PAM	CHO-K1 Ca ag	CHO-K1 Ca antag	M1 PAM parental	TAAR1 ag	CHO parental Ca	TAAR1 antagonist	CHRM1 antagonist	CHRM1 agonist
Cn1nc(C(F)(F)F)cc1C(=O)NC1CCCCCC1	-2	-0.3	-5	7	.	-11	.	5	-5
O=C1CC(SC2=NCCS2)C(=O)N1c1ccc(Cl)cc1 (stereo unspecified)	11	1.2	-13	23	1	-8	-2	-14	-5
COc1ccc(/C=C/c2nnc(NC(=O)c3ccco3)s2)cc1	-3	2.6	-4	0	7	-15	-8	5	-1
Cc1cc(C(=O)N2CCCC(Nc3ccc(F)cc3)C2)n(C)n1 (stereo unspecified)	10	0.9	1	18	3	3	-27	-15	0
CNC(=O)c1ccc(-c2cc(C(F)(F)F)nn2C)s1	5	0.1	0	-4	4	-9	-22	-9	-3
CC1CCc2c(sc3ncnc(SCC(=O)c4ccccc4)c23)C1 (stereo unspecified)	6	0.1	-18	21	2	-3	-3	-30	-3
CCN(CC)S(=O)(=O)c1ccc(C)c(NC(=S)N2CCN(c3ccccn3)CC2)c1	2	9.1	-12	9	12	1	28	-7	-2
Cc1cccc(N2CCN(C(=O)c3ccc(CS(=O)Cc4cccc(Cl)c4)o3)CC2)c1C (stereo unspecified)	-5	4.2	-11	8	2	21	32	6	-3
Cc1ccc(C(c2sc3ncnn3c2O)N2CC(C)CC(C)C2)cc1 (stereo unspecified)	-3	0.5	2	-3	7	-5	-35	4	-7
CCOc1ccc(N2CC(C(=O)N3CCc4ccccc43)CC2=O)cc1 (stereo unspecified)	6	0.5	-9	2	3	-16	-12	-14	-10
O=C(COc1ccc(Cl)c(Cl)c1)NN1C(=O)C2C(C1=O)C1C=CC2C12CC2 (stereo unspecified)	8	1.4	-4	18	5	-9	4	-14	-9
CC(C)(C)OC(=O)C[C@@H]1C/C=C\C[C@@H](CC(=O)NCCO)C(=O)NC[C@H](c2ccccc2)OC1=O	3	0.5	6	-4	8	-6	36	4	-3
